Tau ThT inhib = tau fibrillization inhibition (ThT binding); P10636; recombinant tau K18 P301L, heparin-induced fibrillization, ThT fluorescence; Potency, µM (top dose mostly 57.4 µM), for the others: top-dose activity, negative = inhibition, most hits filed as inhibitors; 270,000 compounds, 2.1% hits; also: % is scaled to controls: 0 for no effect and ±100 for the full control effect; nearly all actives have a fitted effect of over 55% in size
Target sequence (P10636 561-689 P618L limits assumed): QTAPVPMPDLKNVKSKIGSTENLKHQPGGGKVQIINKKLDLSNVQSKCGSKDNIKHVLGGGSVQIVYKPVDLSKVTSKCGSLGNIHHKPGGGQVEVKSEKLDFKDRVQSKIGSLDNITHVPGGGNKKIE
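K18 P301L tau (15 uM + 0.24 uM Alexa 594-tagged), heparin 20 uM, NaOAc pH 7, 6 h 37 C; ThT 30 uM, 1 h RT, ex 450/em 510 nm.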
ALDH1A1 block = inhibitors of human aldehyde dehydrogenase 1A1 | 220,000 compounds, 7.3% hits | Purified ALDH1A1, NADH fluorescence, propionaldehyde substrate | Potency, µM (titrated, usually from 75.3 µM), for the others: top-dose activity, negative = inhibition, hits mostly inhibitors; active = well fitted inhibition curve with a large enough effect, not every such curve was filed as active; inconclusive = small, poorly fitted or top-dose-only effect, or another doubt; inactive = no such curve, though single readings can be large or run the other way;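 also: plate controls were no enzyme wells and a reference inhibitor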
Target sequence (P00352 whole entry, looked up): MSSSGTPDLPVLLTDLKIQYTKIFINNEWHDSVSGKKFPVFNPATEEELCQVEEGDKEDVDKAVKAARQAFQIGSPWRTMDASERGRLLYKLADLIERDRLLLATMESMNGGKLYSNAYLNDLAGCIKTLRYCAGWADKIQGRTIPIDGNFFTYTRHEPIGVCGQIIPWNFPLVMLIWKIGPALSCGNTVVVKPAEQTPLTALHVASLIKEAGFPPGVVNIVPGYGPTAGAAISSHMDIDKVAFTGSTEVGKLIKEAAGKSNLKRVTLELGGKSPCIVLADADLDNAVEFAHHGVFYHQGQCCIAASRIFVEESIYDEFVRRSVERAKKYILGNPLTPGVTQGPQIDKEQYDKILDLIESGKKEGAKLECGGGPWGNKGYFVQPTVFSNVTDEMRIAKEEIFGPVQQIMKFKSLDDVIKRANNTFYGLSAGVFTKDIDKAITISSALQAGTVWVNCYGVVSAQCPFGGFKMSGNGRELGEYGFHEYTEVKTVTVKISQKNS
SMN2 splice enh = SMN2 splice variant enhancement; 210,000 compounds, 2.8% hits; AID 1458; HEK293 SMN2-luciferase splicing reporter, luminescence, 30-36 h; Potency, µM (highest dose often 46.1 µM), without a hit: at the top dose activity change, positive = activation, most hits filed as activators; also: % of control where 0% means no effect; nearly all actives have a fitted effect of over 55% in size
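HEK293 cells carry an SMN2 minigene-luciferase reporter in which exon 7 inclusion puts luciferase in frame. Cells were seeded at 2000 cells/well, attached for 10-12 hours, then exposed to compounds for 30-36 hours at 37C before ONE-Glo luminescence.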
Tau fluor counter = counter-screen for tau fibril formation inhibitors | tau K18 P301L (four-repeat tau fragment) Alexa594 fluorescence, heparin fibrillization | Potency, µM (top dose mostly 57.7 µM), for the others: at the top dose activity change, negative = decrease | 280,000 compounds, 0.93% hits | AID 1463; also: % is scaled to controls: 0 for no effect and ±100 for the full control effect; nearly all actives have a fitted effect of over 55% in size
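Human K18 P301L tau (15 uM unlabeled plus 0.24 uM Alexa 594-labeled, final) in 100 mM sodium acetate pH 7 was mixed with compound and 20 uM heparin and incubated 6 hr at 37 C.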
Tau FP inhib = tau fibrillization inhibition (FP); P10636; K18 P301L tau heparin fibrillization, Alexa594 FP, 6 h; Potency, µM (titrated, usually from 57.7 µM), inactives show top-dose activity, negative = inhibition, most hits filed as inhibitors; 280,000 compounds, 0.39% hits; also: % is scaled to controls: 0 for no effect and ±100 for the full control effect; nearly all actives have a fitted effect of over 55% in size
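Steps: dispense K18 P301L tau (15 uM plus 0.24 uM Alexa 594 tracer, final) in pH 7 sodium acetate; add compound; add heparin (20 uM final); incubate 6 hr, 37 C; add ThT (30 uM final); after 1 hr ambient, read FP.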
HTT ATP protect = Huntington cell model cytoprotection by ATP luminescence | PC12 HTT-Q103 induced, cytoprotection, ATP luminescence, 40 h | AID 1471 | Potency, µM (top dose mostly 56.4 µM), without a hit: cytoprotection (ATP increase), most hits filed as activators | 230,000 compounds, 0.14% hits;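 also: % of control where 0% means no effect; nearly all actives have a fitted effect of over 45% in size; toxic huntingtin expression switched on by the ecdysone agonist tebufenozide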
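Stable PC12 Q103-GFP cells in serum-supplemented, phenol red-free DMEM; induction by tebufenozide at 100 nM final; compound dose series; cell viability quantified luminescently from ATP.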
JMJD2E inh = blocks human JMJD2E demethylase activity | B2RXH2 | JMJD2E catalytic domain, FDH-coupled NADH fluorescence (FDH is formaldehyde dehydrogenase) | Potency, µM (highest dose often 57.1 µM), for the others: at the top dose activity change, negative = inhibition, most hits filed as inhibitors | 230,000 compounds, 1.6% hits | AID 2147; active = well fitted inhibition curve with a large enough effect, not every such curve was filed as active; inconclusive = small, poorly fitted or top-dose-only effect, or another doubt; inactive = no such curve, though single readings can be large or run the other way;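 also: 0% = wells with enzyme and -100% = buffer wells without enzyme; nearly all actives have a fitted effect of over 50% in size; many of its hits are not listed in these tables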
Target sequence (B2RXH2 1-337 limits assumed): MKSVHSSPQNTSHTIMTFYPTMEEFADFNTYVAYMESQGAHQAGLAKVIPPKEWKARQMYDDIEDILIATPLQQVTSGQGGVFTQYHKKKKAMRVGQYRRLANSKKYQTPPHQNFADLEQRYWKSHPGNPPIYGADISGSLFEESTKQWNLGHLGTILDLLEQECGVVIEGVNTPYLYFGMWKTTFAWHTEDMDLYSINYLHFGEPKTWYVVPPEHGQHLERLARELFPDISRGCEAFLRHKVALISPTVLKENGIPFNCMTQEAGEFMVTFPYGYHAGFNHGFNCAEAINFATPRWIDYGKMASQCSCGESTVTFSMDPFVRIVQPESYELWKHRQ
HttQ103 aggreg = mutant huntingtin aggregation inhibition; PC12 HttQ103-GFP aggregates, Acumen cytometry, 40 h; Potency, µM (highest dose often 46.1 µM), for the others: at the top dose activity change, negative = inhibition, actives largely listed as inhibitors; 220,000 compounds, 1.1% hits; AID 1688; also: % is scaled to controls: 0 for no effect and ±100 for the full control effect; nearly all actives have a fitted effect of over 60% in size
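Inducible Q103 Huntingtin exon 1–GFP PC12 line, 1500 cells/well in phenol red free DMEM with 5% equine and 5% calf serum. Tebufenozide 100 nM induced expression; compounds titrated; aggregates quantified by cytometry.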
Numbers without * were called inactive; ? = inconclusive; / = not tested or not shown; & = joins results of further samples; [ ] = remark or other dose. Unless noted, calls follow the shape of the dose curve; as a rule, active = well fitted curve in the direction sought with a large enough effect; inconclusive = small, poorly fitted or top-dose-only effect, or another doubt; inactive = no such curve, though single readings can be large; an effect the other way counts as inactive or inconclusive. Potency is read from the fitted curve at half-maximal effect.

Each structure is followed by: Tau ThT inhib	ALDH1A1 block	SMN2 splice enh	Tau fluor counter	Tau FP inhib	HTT ATP protect	JMJD2E inh	HttQ103 aggreg
O=C(NCc1nc2ccccc2[nH]1)c1cccs1
    -12%	3%	?	0%	-5%	15%[10 µM]	7%	5%
Cc1c(Cl)cccc1NC(=O)CC1SC(=NCC2CCCO2)NC1=O (stereo unspecified)
    -6%	?	0%	-6%	-8%	11%[10 µM]	3%	1%
Cc1[nH]n(-c2ccc([N+](=O)[O-])cc2)c(=O)c1C=NCCc1c(C)[nH]c2ccccc12
    ?	5%	-25%	22µM*[quencher]	?	1%[10 µM]	-4%	5%
CCCCCCn1c(CN2CCCCC2C)nc2c1c(=O)n(C)c(=O)n2C (stereo unspecified)
    -10%	?	-11%	-12%	-10%	-2%[10 µM]	6%	9%
COc1ccc(CNCCC(c2ccccc2)C2CCOC(C)(C)C2)cc1 (stereo unspecified)
    0%	-2%	-32%[inhibitor]	-5%	-1%	/	8%	-1%
Cc1ccc2c(c1)/C(=N/OC(=O)c1ccc(F)cc1)CCS2
    3%	3%	6%	5%	0%	-11%	-2%	8%
O=C(c1ccc2c(=O)n(CCc3ccccc3)c(=O)[nH]c2c1)N1CCN(c2ccc(Cl)cc2)CC1
    -17%	/	-29%	-28%	-7%	/	/	/
O=[N+]([O-])c1cccc2ncccc12
    6%	/	/	5%	2%	3%[10 µM]	6%	31%[9.22 µM]
CCOc1ccc(C2c3c(-c4ccccc4O)n[nH]c3C(=O)N2Cc2cccnc2)cc1OC (stereo unspecified)
    0%	/	3%	-12%	3%	/	/	/
COc1cccc(CNC(=O)CCC2CCCN(C(=O)c3ccc(OC)c(F)c3)C2)c1 (stereo unspecified)
    -13%	?	/	-10%	-1%	17%[10 µM]	-2%	16%[9.22 µM]
CCCCOc1ccc(Cl)cc1CSc1nncn1N
    -5%	-2%	-11%	-2%	-3%	3%[1.9 µM]	-3%	-4%
O=C(O)c1cccc(Nc2ncnc3sccc23)c1
    -8%	?	4%	-6%	1%	-66%	10%	-9%
CN(C)CCNC(=O)c1cc2c(s1)-c1ccccc1OC2
    1%	?	-11%	-10%	4%	-9%	?	-25%
Cc1ccc(C)c(/C(O)=C2/C(=O)C(=O)N(CCN3CCOCC3)C2c2ccco2)c1 (stereo unspecified)
    ?	10µM*	17%	-7%	-5%	9%[10 µM]	?	-6%
COc1ccc(/C=C2\CCCC3C2=NN(C(=O)c2scnc2C)C3c2ccc(OC)c(OC)c2)cc1OC (stereo unspecified)
    1%	?	-4%	2%	7%	5%	-2%	-3%
CC(C)(C)c1ccc(OCC(=O)N/N=C/C2CC=CCC2)cc1 (stereo unspecified)
    -13%	32µM*	11%	-11%	-10%	-6%	70%[activator]	23%
COC(=O)CNC(=O)C1CCN(C(=O)OCc2ccccc2)CC1
    -10%	2%	18%	-10%	0%	24%[10 µM]	-1%	/
Fc1ccc(-c2nc(-c3cnccn3)no2)c(Cl)c1
    -16%	6%	/	-11%	1%	-35%[10 µM]	11%	21%[9.22 µM]
O=C(O)c1cccc(-c2ccc(/C=N/Nc3ccc([N+](=O)[O-])cc3)o2)c1
    /	/	/	16µM*[quencher]	-9%	14%[10 µM]	?	-5%[9.22 µM]
CN(CCO)CC(O)Cn1cnc2c1c(=O)n(C)c(=O)n2C (stereo unspecified) (tested in a mixture with another compound)
    -4%	6%	-29%	-5%	-3%	0%	-11%	-6%&4%
O=C(NCC1CCCO1)C(c1cccs1)N(C(=O)c1ccc(CN2CCOCC2)o1)c1ccc(Cl)cc1 (stereo unspecified)
    -7%	0%	-2%	0%	5%	-20%[10 µM]	?	0%
CC(=O)c1ccc(NS(=O)(=O)c2ccc(Br)s2)cc1
    -5%	/	-10%	-12%	-4%	/	/	/
CC(C)CO/C(=N/S(=O)(=O)c1ccccc1)c1ccccc1
    -6%	-10%	3%	-9%	-5%	-6%	0%	-7%
CN(C)C(=O)COC(=O)c1ccccc1Sc1ccccc1C#N
    1%	-2%	12%	5%	1%	-6%[10 µM]	-4%	17%
CCOC(=O)C(Oc1ccc(=O)n(-c2ccccc2)n1)C(C)=O (stereo unspecified)
    -4%	18µM*	28%	4%	3%	2%	4%	-8%[9.22 µM]
O=C(CSc1nc2ccccc2c(=O)n1-c1ccccc1)NCc1ccco1
    -3%	4.5µM*	9%	-5%	-5%	-3%[10 µM]	-3%	-10%
CCOC(=O)CSc1nc2ccccc2n2cnnc12
    10%	18µM*	24%	6%	7%	-12%[0.074 µM]	-2%	-4%
CCN(CC)C(=O)c1ccc2nc3ccccc3nc2c1
    1%	?	-14%	-2%	-3%	/	4%	2%
Cc1ccc(N=CC2=C(O)CC(C)(C)CC2=O)nc1
    -6%	?	-9%	-6%	-15%	0%	-1%	6%
COC(=O)c1ccc(CSc2nc3ccccc3[nH]2)o1
    -8%	18%	-1%	-1%	2%	-15%	6%	-6%
COC(=O)C(CC(=O)c1ccc(Cl)cc1)c1ccc(C)cc1 (stereo unspecified)
    -12%	-4%	3%	-7%	-8%	6%[10 µM]	1%	-22%
FC(F)(F)c1ccnc(N2CCN(Cc3cnc(-c4ccccc4)[nH]3)CC2)c1
    -6%	-13%	/	-16%	-2%	1%[10 µM]	?	-13%[9.22 µM]
COc1ccc(C2(CNC(=O)/C=C/c3ccco3)CCCC2)cc1OC
    -15%	?	-8%	-4%	-4%	11%	?	19%
Cc1ccc(NC(=O)C(Cc2ccccc2)NS(=O)(=O)c2ccc3c(c2)CCC(=O)N3)cc1 (stereo unspecified)
    -4%	/	-31%[inhibitor]	-11%	0%	/	/	/
COc1ccc(-n2c(=O)c3ccccc3n(CC(=O)NC3CCCC3)c2=O)cc1
    -3%	-7%	20%	-1%	-2%	1%	2%	12%
Cc1ccc(-c2nnc(Nc3cccc(O)c3)c3ccccc23)cc1S(=O)(=O)N1CCOCC1
    ?	/	-12%	?	-1%	/	/	/
CCCCCc1nc2c(=O)[nH]c3ccccc3c2o1
    -18%	-2%	16%	-5%	-3%	-7%	1%	13%
CC1CCN(S(=O)(=O)Cc2ccccc2Cl)CC1
    -2%	-3%	-8%	-13%	?	-11%	3%	15%
COC(C(=O)Nc1cccc(F)c1)c1ccccc1 (stereo unspecified)
    4%	-26%	-7%	4%	5%	-8%	?	-15%
Cc1ccccc1Oc1nc2ccccc2n2cnnc12
    1%	?	-28%	6%	-1%	-50%	-3%	-2%
O=C(/C(Cl)=C/Nc1ccc(Br)cn1)C(F)(F)F
    -3%	?	10%	-8%	-12%	-4%[10 µM]	-5%	17%
Cc1ccc(NS(=O)(=O)c2ccc3c(c2)c(=O)n(C)c(=O)n3C)cc1F
    -4%	-10%	-45%[inhibitor]	-22%	-6%	-17%[10 µM]	1%	?
CCOC(=O)N1CCN(c2nc3ccccc3nc2C(C#N)S(=O)(=O)c2ccc(C)cc2)CC1 (stereo unspecified)
    -17%	?	-49%[inhibitor]	-10%	5%	4%[10 µM]	?	1%
C=CCn1c(SCC(=O)C23CC4CC(CC(C4)C2)C3)nc(O)cc1=O
    ?	?	/	-20%	-9%	10%[10 µM]	-3%	0%[9.22 µM]
COc1cc(NC(=O)CCc2c(C)nc3cc(-c4ccccc4)nn3c2C)cc(OC)c1OC
    -17%	/	6%	?	4%	/	/	/
Cc1ccc(Nc2cc(=O)[nH]c(=O)[nH]2)cc1Cl
    -3%	4%	17%	2%	4%	30%[10 µM]	8%	-9%
COc1cc(NC(=O)c2c3c(nc4ccccc24)CCC3)cc(OC)c1
    -3%	8%	-7%	0%	-4%	-29%	-3%	18%
CCOC(=O)c1c(NC(=O)CC2SC(=NC)N(C)C2=O)sc(C)c1C (stereo unspecified)
    3%	?	-23%	0%	-1%	22%	-4%	14%
CC(C)(C)NC(=O)COC(=O)c1ccc(Cl)cc1O
    5%	8%	-5%	4%	4%	/	-23%	16%
CO[C@@H]1COC(=O)[C@H](C)NC(=O)[C@@H](C)COC(=O)CCC[C@H]1C
    -8%[11.5 µM]	-1%[13.5 µM]	/	-13%[11.6 µM]	-7%[11.6 µM]	-15%[10 µM]	/	/
COCCn1nnnc1C(c1cccs1)N1CCN(c2cc(C)ccc2C)CC1 (stereo unspecified)
    ?	-2%	-15%	-16%	4%	4%[10 µM]	-13%	-11%
CN(C)S(=O)(=O)n1ccnc1
    -10%	6%	11%	-2%	3%	4%	8%	?
O=C(COC(=O)c1ccc(Cl)c(S(=O)(=O)N2CCCCCC2)c1)Nc1ccccc1
    1%	-9%	13%	3%	-15%	2%[0.074 µM]	2%	-8%
COc1cccc(C(=O)N2CCc3cc(OC)c(OC)cc3C2COc2ccc3c(C)cc(=O)oc3c2)c1 (stereo unspecified)
    -7%	/	7%	-2%	-3%	/	/	/
COc1ccc(N(C(=O)CCC(=O)Nc2cc(C)on2)C(C(=O)NC2CCCC2)c2ccco2)cc1 (stereo unspecified)
    -9%	1%	1%	-5%	-3%	-43%[inhibitor]	-2%	23%
CC1=NN(C(=O)c2ccc(Cn3ccc([N+](=O)[O-])n3)cc2)C(O)(C(F)(F)F)C1 (stereo unspecified)
    3%	-1%	7%	-2%	7%	/	-18%	-26%

Compound activity from PubChem BioAssay.

These rows are one share of the data; the hit share may differ from the screen's.
